PriA SSB inh: inhibitors of Klebsiella pneumoniae PriA binding to SSB C-terminal tail, primary screen, biochemical, AlphaScreen | PriA–SSB C-terminal tail interaction (Klebsiella pneumoniae) | AlphaScreen SSBct-PriA binding, biotinylated peptide | inhibition, % at 33 µM | 430,000 compounds, 0.6% hits | AID 1272365, 2023; in the data active = inhibition mostly above about 37%, no sharp cut-off; inactive = mostly below about 20%;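 note: plate controls were negative control peptide for no effect and reference peptide for full effect; strong numbers were not always called active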
The depositor's hits bear a star; & = joins results of further samples. These rows are one share of the data, so the mix of outcomes need not match the whole.

SMILES	PriA SSB inh
CCC(=O)Nc1ccc(S(=O)(=O)NCCOc2ccccc2)cc1	3
COc1ccc(OC)c(C(=O)Nc2nc(-c3cc4cc(OC)ccc4o3)cs2)c1	7
Cn1nc(-c2ccccc2)cc1C(=O)N1CC2CC1C(=O)O2 (stereo not given)	-14
CCOC(=O)CCC(=O)N1CCN(CCn2ccnc2)CC1	5
COc1ccccc1NCC(O)CN1c2ccccc2Sc2ccccc21 (stereo not given)	16&64
CCCN1CCC2(CC1)NC(=O)N(CC(=O)Nc1ccc(OC(F)(F)F)cc1)C2=O	5
NS(=O)(=O)c1ccc(CCNC(=O)C(=O)NC[C@@H](c2ccco2)N2CCN(c3ccccc3F)CC2)cc1	1
CCOC(=O)C1CCN(C(=O)CCc2csc3nc(-c4ccc(OC)cc4)cn23)CC1	-3
COC(=O)C1CC(OC)CN1C(=O)c1cccnc1SC (stereo not given)	1
COc1ccccc1-c1nnc(C2CCN(C(=O)c3ccc4c(c3)OCO4)CC2)s1	-6&1
COc1cccc(C(=O)Nc2nc(-c3ccccn3)cs2)c1OC	-23
c1csc(OC2CNC2)n1	-9
CN(C)CC#CCNS(=O)(=O)C1CC1	0
CCOC(=O)c1ccccc1NC(=O)CSc1nccn2nc(-c3ccccc3OC)cc12	-13
Cc1cc(N)nc(Nc2ccc(Br)cc2F)n1	-2
CCCCn1c(SCc2nc(-c3ccc(OC)cc3)oc2C)nc2ccccc2c1=O	-7
O=C(NN=Cc1cccc(OC(=O)c2ccc([N+](=O)[O-])cc2)c1)c1cccnc1	-8
CCc1ccc(-c2csc(/C(C#N)=C\Nc3cccc(C)c3C)n2)cc1	-6
CN(C)S(=O)(=O)c1ccc(C(=O)Nc2c3c(nn2C(C)(C)C)CSC3)cc1	-3
COc1ccccc1CNc1c(C)cnc2c1c(=O)n(C)c(=O)n2C	-18
COc1ccccc1NC(=O)N1CCC(CNC(=O)c2cc(C3CC3)on2)CC1	-8
CS(=O)(=O)N1C2CCC1CC(NC(=O)CN1C(=O)CCC1=O)C2 (stereo not given)	-7
O=C(NN=Cc1cccc([N+](=O)[O-])c1)c1ccc(COc2ccccc2-c2ccccc2)cc1	12
CS(=O)(=O)N1C2CCC1CC(NC(=O)CSc1ncccn1)C2 (stereo not given)	5
O=C(NC1CCCCC1)[C@H]1CCCN(c2ccc(-n3cccn3)nn2)C1	-2

Ordered by formula weight (rising): some entries from above
SMILES	PriA SSB inh
c1csc(OC2CNC2)n1	-9
CN(C)CC#CCNS(=O)(=O)C1CC1	0
Cc1cc(N)nc(Nc2ccc(Br)cc2F)n1	-2
CCOC(=O)CCC(=O)N1CCN(CCn2ccnc2)CC1	5
COc1ccccc1CNc1c(C)cnc2c1c(=O)n(C)c(=O)n2C	-18
COc1cccc(C(=O)Nc2nc(-c3ccccn3)cs2)c1OC	-23
CS(=O)(=O)N1C2CCC1CC(NC(=O)CN1C(=O)CCC1=O)C2 (stereo not given)	-7
CCC(=O)Nc1ccc(S(=O)(=O)NCCOc2ccccc2)cc1	3
O=C(NC1CCCCC1)[C@H]1CCCN(c2ccc(-n3cccn3)nn2)C1	-2
CCc1ccc(-c2csc(/C(C#N)=C\Nc3cccc(C)c3C)n2)cc1	-6
O=C(NN=Cc1cccc(OC(=O)c2ccc([N+](=O)[O-])cc2)c1)c1cccnc1	-8
COc1ccccc1-c1nnc(C2CCN(C(=O)c3ccc4c(c3)OCO4)CC2)s1	-6&1
CCCN1CCC2(CC1)NC(=O)N(CC(=O)Nc1ccc(OC(F)(F)F)cc1)C2=O	5
CCCCn1c(SCc2nc(-c3ccc(OC)cc3)oc2C)nc2ccccc2c1=O	-7
CCOC(=O)C1CCN(C(=O)CCc2csc3nc(-c4ccc(OC)cc4)cn23)CC1	-3
CCOC(=O)c1ccccc1NC(=O)CSc1nccn2nc(-c3ccccc3OC)cc12	-13
NS(=O)(=O)c1ccc(CCNC(=O)C(=O)NC[C@@H](c2ccco2)N2CCN(c3ccccc3F)CC2)cc1	1

Next section
SMILES	PriA SSB inh
Cc1ccc(-n2c(O)c(C=Nn3cnnc3)c3ccccc3c2=O)cc1	-7&6
O=C(c1ccc2[nH]ccc2c1)N1CCC(Oc2ccccn2)CC1	1
CC12CCC(C/C1=N/OC(=O)c1ccc(Cl)c([N+](=O)[O-])c1)C2(C)C (stereo not given)	-12
CCn1cnc2cc([N+](=O)[O-])c([N+](=O)[O-])cc21	14
CN(C)c1ncc(NC(=O)c2c(F)cccc2Cl)c(N(C)C)n1	-10
Cc1ccc(-c2ccc(N3CCN(S(=O)(=O)c4cccnc4)CC3)nn2)cc1	-10
COc1ccc([N+](=O)[O-])cc1NC(=O)c1ccc([N+](=O)[O-])s1	6
O=S(=O)(c1ccc2c(c1)CCO2)N1CCC[C@H](Cc2nc(-c3cnccn3)no2)C1	4
Cc1ccc(S(=O)(=O)NCCC(=O)Nc2ccc(Br)cc2C(=O)c2ccccc2)cc1	-2
Cc1ccccc1NC(=O)CSc1nnc2[nH]c(=O)c(C)c(C)n12	-27
Cc1ccc(C(=O)NCCc2cn3ccsc3n2)cc1	-3
Cc1cc(Nc2ccccc2)nc(Nc2ccc(NS(=O)(=O)c3cc(C(C)C)ccc3C)cc2)n1	-23
Cn1cnnc1SCCNC(=O)c1cnn2c1OCCC2	-17
CCc1ccc(N(C(=O)Nc2cccc(OC)c2)C2=NCCC2)cc1	-3
CC(=O)C(=NNc1ccccc1)Sc1nnc(-c2ccccc2)n1-c1ccccc1	-11
O=C(NCCNC(=O)c1ccc(N2CCCCC2)nn1)c1ccc(NC(=O)C2CC2)cc1	-5
Cc1ccc(Oc2cc(N3CCNCC3)nc(C)n2)cc1	-7
CCn1nccc1C(=O)Nc1ccc(OC)c2ccccc12	14
O=C(CSc1nnc(Cc2ccc(Cl)cc2)n1-n1cccc1)Nc1ccccc1	10
O=C1OC[C@@H]2CCCN2C(=O)[C@H](CC(=O)N(CCO)Cc2ccccc2)C/C=C/CC[C@H]1Cc1ccc(F)cc1	-18
Cc1cc(N2CCN(Cc3ccccc3)CC2)nc(-n2cc([N+](=O)[O-])cn2)n1	4
CC(C)Cc1nnc(NC(=O)/C=C/c2ccco2)s1	15
Cc1cnccc1[N+](=O)[O-]	-5
CCCCOc1ccc(C(=O)Nc2nnc(-c3ccccc3SC)o2)cc1	-2
CC1=CC(=NOS(=O)(=O)c2ccccc2)C(C(C)C)=CC1=O	2
(cont.)
SMILES	PriA SSB inh
CC(C)C(=O)N1CCc2ccc(NC(=O)CCc3ccccc3)cc2C1	9
CCOC(=O)c1ccccc1NC(=O)CSc1nnc(C)c2cnn(-c3ccc(F)cc3)c12	-7&4
CC(C)=NNc1nc(-c2ccc(Br)cc2)cs1	7
CCOC(=O)COc1ccccc1/C=C1\Oc2cc(OC)ccc2C1=O	-16
Cc1cc(C)n(-c2nc(CCNC(=O)CCn3ccc(=O)[nH]c3=O)cs2)n1	16
COc1cc(C(=O)N2CCCC(c3nnc(CC(C)(C)C)o3)C2)cc(OC)c1OC (stereo not given)	-7
O=C(Nc1ccccc1)OC1CCCC(NC(=O)c2ccccc2Cl)C1 (stereo not given)	-16
O=C(NC[C@H](O)c1ccc2c(c1)CCO2)C1CC1	-20
COc1ccccc1-c1nc(C)c(-c2ccc(SCC(=O)Nc3cccc(Cl)c3C)nn2)s1	-4
Cc1ccc(NC(=O)N2CCN(c3ccc4nnc(C)n4n3)CC2)cc1F	-18
CC(C)OCCCNc1nc2c(c(=O)n(Cc3ccccc3Cl)c(=O)n2C)n1C	-30
Cc1oc(-c2ccccc2)nc1CSc1nc(-c2ccncc2)cc(=O)[nH]1	-15
CC(C)NC(=O)Cn1c(-c2ccncc2)nc2ccccc21	-9
O=C(OC1CN(c2nc3c(C(F)(F)F)cccc3s2)C1)c1ccsc1	-10
O=C(Nc1ccccc1-c1nc2ccccc2[nH]1)c1cccc(C(F)(F)F)c1	-2
O=C(NCCCc1ccccc1)c1ccc2c(=O)nc3c(-c4cccc(C(F)(F)F)c4)n[nH]n3c2c1	0
CCOC(=O)CN1CCC(COCc2ccc(C#N)cc2)CC1	-1
COc1cc(C)ccc1S(=O)(=O)NCc1cccs1	35
O=c1ccc(-c2ccc(F)cc2)nn1CCCNS(=O)(=O)c1ccc2c(c1)OCCO2	-24
COc1cccc(COc2c[nH]c(C(=O)Nc3nc(C)cs3)cc2=O)c1	13
COc1ccc2nc(-c3ccc(OC)c(NC(=O)c4cc(Cl)ccc4OC)c3)cn2n1	-11
CN1CCN(C(CNC(=O)c2ccc(C#N)cc2)c2ccsc2)CC1 (stereo not given)	-4
COc1ccc(CC(=O)NCCOc2ccc3c(c2)OCO3)cc1OC	10
CCN(CC)CCOC(=O)c1ccc(NC(=O)CCCCCN2C(=O)S/C(=C/c3ccc(OC)cc3)C2=S)cc1	28
CC(=O)Nc1cccc(NC(=O)C2CCCN2/C=C/C(=O)C(F)(F)F)c1 (stereo not given)	-13
The list goes on:
SMILES	PriA SSB inh
COc1ccc(C)c2sc(NC(=O)c3cc(Cl)sc3Cl)nc12	-7
O=C(NC1CCC(Oc2ccccn2)CC1)c1ccoc1 (stereo not given)	-9
COc1ccc(SCCCC(=O)O)cc1	22
Cc1ccc(C)c2sc(N(CCN3CCOCC3)C(=O)c3ccno3)nc12	-5
O=C(NCCc1ccncc1)[C@H]1CC(=O)N(C2CCOCC2)C1	-10
CCOc1ccccc1-n1nnnc1SCC(=O)Nc1nccs1	-10
Cc1ccc(C(=O)Cn2cnc(-c3ccc(F)cc3)cc2=O)c(C)c1	-12
CCOc1ncccc1C(=O)Nc1c(C)nc2ccc(C)cn2c1=O	-6
Cn1c(SCC(=O)NCc2ccccc2)nc2c(-c3ccccc3)c[nH]c2c1=O	-8
CCCCCC(=NNC(=O)CCC(=O)NCc1ccccc1)c1ccccc1	-16
O=C(c1nnn(-c2ccccc2)c1CSc1ncccn1)N1CCc2ccccc2C1	1
O=C(CSc1nncn1-n1cccc1)Nc1ccc(OC(F)(F)F)cc1	10
O=C(O)C1CC(=O)N(c2cccc(F)c2)C1 (stereo not given)	-15
COc1cc(/C=C/C(=O)Nc2nc3ccc4nc(C)sc4c3s2)cc(OC)c1OC	-2
Cc1ccc(NC(=O)C(=O)NC2CC2)cc1F	3
O=C(CN1C(=O)CSC1=S)NNc1ccc([N+](=O)[O-])cc1[N+](=O)[O-]	7
CC(=O)N1CCCc2ccc(NC(=O)C(=O)NCCCN3CCOCC3)cc21	-16
Cc1cccc(NC(=O)CCc2csc(NC(=O)c3ccc(=O)[nH]c3)n2)c1C	11
O=C(c1ccc(=O)n(Cc2ccc(F)cc2)n1)N1CCN(c2ccccc2)CC1	4
N#Cc1ccc(C(=O)NCCCN2CCOC(c3ccccc3)C2)cc1 (stereo not given)	-15
Cc1ccc(S(=O)(=O)NN=Cc2cc(Br)ccc2O)cc1	6
CCC(=O)N1CCc2ccc(NS(=O)(=O)C(C)C)cc2C1	15
Cn1cnnc1SCCNC(=O)c1ccc(OCc2ccc3ccccc3n2)cc1	-12
O=S(=O)(c1ccc(Cl)cc1)N1CCCC(c2nnc(Cc3ccc(F)cc3)o2)C1 (stereo not given)	9
Cc1cc(NC(=O)CCOc2ccccc2)n(-c2nc3c(F)cccc3s2)n1	-8
Going on with the list.
SMILES	PriA SSB inh
COc1cc(C(=O)NS(=O)(=O)c2ccc(N)cc2)cc(OC)c1OC	10
OC1CNC1	-8
CN(C)c1ccc(C=NN(CCO)C2=NS(=O)(=O)c3ccccc32)cc1	-16
Cc1noc(C)c1S(=O)(=O)N1CCc2nc(NC(=O)C3CCCO3)sc2C1 (stereo not given)	2
O=C(Cc1csc(NC(=O)c2ccc3c(c2)OCO3)n1)Nc1nc2c(s1)CCCC2	-3
Cc1ccccc1C=NNC(=O)c1ccc(-n2cnnn2)cc1	6
CC(=O)Nc1ccc(Nc2cc(C)nc(-n3nc(C)cc3C)n2)cc1	2
COc1cccc([C@H](CNS(=O)(=O)c2ccccc2Br)OC)c1	-3
O=C(CSc1ccccc1)Nc1nnc(Cc2ccccc2)o1	-4
Cc1cccc(C(N)=NOC(=O)N2CCOCC2)c1	2
CN(C1CC1)S(=O)(=O)c1ccc(C(=O)Nc2sc3c(c2C(N)=O)CCC3)cc1	-6
CCN(CC)CCN(C(=O)c1ccccc1OC)c1nc2cc(OC)ccc2s1	9
CN(CC1CCCO1)S(=O)(=O)c1ccc(C(=O)Nc2nc(-c3ccccc3)cs2)cc1 (stereo not given)	17
CCOC(=O)CCC(=O)NCCn1nc(-c2ccncc2)cc1C	1
Cc1nc(-n2nc(-c3ccco3)cc2NC(=O)COc2ccccc2F)[nH]c(=O)c1C	-3
C[C@@H]1SCC(=O)N(CC(=O)Nc2ccc3c(c2)OCCO3)C1=O	-4
O=S(=O)(NCCc1ccc(N2CCCC2)cc1)c1cccs1	20
Cc1ccc(CNC(=O)Cn2c(-c3nc(C(C)C)no3)cccc2=O)cc1	5
O=C(CN1CCN(Cc2nc(-c3ccc(F)cc3)cs2)CC1)Nc1ccc(F)cc1F	1&-11
O=c1c(C2CCCC2)coc2cc(O)ccc12	-7
CCOC(=O)Cn1c(Cl)c(/C=N\NC(=O)c2ccccc2)sc1=O	1
CCCOc1nn(CCC)cc1C(=O)Nc1nccs1	-17
COc1ccc2oc(=O)c(/C(C)=N\Nc3ccccc3)cc2c1	1
CSc1ncccc1C(=O)N1CCC(Oc2cc(C)oc(=O)c2)C1 (stereo not given)	-25
COc1ccccc1-n1nnc(C(=O)OCc2nc(-c3ccc(Cl)cc3)oc2C)c1C	-5
COC(CNC(=O)c1cc(=O)c2ccccc2o1)c1ccc(Cl)s1 (stereo not given)	-21
COc1ccc(S(=O)(=O)N2CCN(c3ccc(-c4ccc(C)c(C)c4)nn3)CC2)cc1	4
COc1ccc(C=NN(Cc2ccccc2)c2ccccc2)cc1O	14
CCOc1ccc(S(=O)(=O)Nc2ccc3c(c2)C(=O)N(C)c2cc(C)ccc2O3)cc1C	36
Cn1c(=O)c(=O)[nH]c2cccnc21	0
